# FLuc counter: inhibits or activates purified firefly luciferase, miR-21 counter-screen; 6.9% of 360,000 active; Potency, µM (doses to about 57.5 µM), inactives show at the top dose activity change, negative = inhibition, hits mostly inhibitors; purified FLuc, Km substrates, luminescence inhibition; P08659; active = well fitted inhibition curve with a large enough effect; inconclusive = small, poorly fitted or top-dose-only effect;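 note: plate controls were vehicle for no effect and reference inhibitor for full effect; nearly all actives have a fitted effect of over 55% in size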
# Target sequence (P08659 whole entry, looked up): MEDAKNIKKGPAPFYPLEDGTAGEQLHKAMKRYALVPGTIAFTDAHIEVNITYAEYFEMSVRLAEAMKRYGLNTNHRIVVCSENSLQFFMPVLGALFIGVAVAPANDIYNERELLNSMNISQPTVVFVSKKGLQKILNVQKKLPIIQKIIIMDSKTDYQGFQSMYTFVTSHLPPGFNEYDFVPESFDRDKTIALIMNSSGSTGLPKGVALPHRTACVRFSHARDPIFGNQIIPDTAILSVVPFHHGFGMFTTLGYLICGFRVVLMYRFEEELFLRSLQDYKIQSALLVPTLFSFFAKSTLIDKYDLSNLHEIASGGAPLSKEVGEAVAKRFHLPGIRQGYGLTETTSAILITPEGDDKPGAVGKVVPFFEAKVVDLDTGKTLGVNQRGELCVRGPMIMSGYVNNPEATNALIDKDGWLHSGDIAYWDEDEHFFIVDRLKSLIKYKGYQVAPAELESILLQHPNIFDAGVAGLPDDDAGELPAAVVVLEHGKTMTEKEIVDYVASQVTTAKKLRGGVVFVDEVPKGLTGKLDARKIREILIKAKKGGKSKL
#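 Biochemical qHTS of compounds, final roughly 60 µM downward over six points, against 10 nM purified firefly luciferase using Km concentrations of substrates (10 uM D-luciferin, 10 uM ATP) in Tris acetate pH 7.5 buffer; luminescence output.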
# An asterisk follows results filed as active; ? = inconclusive. Potency is the fitted concentration of half-maximal effect. Some of the compounds tested; the hit share may differ from the screen's.
SMILES,FLuc counter
CCCOc1cccc(C(=O)Nc2cccc(NC(=O)c3ccc(Cl)cc3Cl)c2)c1,?
CCN(C(=O)CN1C(=O)COc2ccc(S(=O)(=O)N3CCOCC3)cc21)c1cccc(C)c1,2%
COc1ccc(/C=C/C(=O)Nc2cc(-c3nc4ccccc4o3)ccc2OC)cc1,?
Cc1ccc(-n2c(=O)c3c(c4cc(C)ccc4n3C)n(CC(=O)N3CCCC3)c2=O)cc1,-6%
COc1ccc(Nc2sc(C(=O)c3ccccc3)c(N)c2C(=O)Nc2cc(C)ccc2C)c(OC)c1,-2%
CCN(CC)CCCNc1oc(/C=C/c2ccc(OC)c(OC)c2)nc1C#N,-3%
Cc1ccc(CCNC(=O)CCN2N=C(c3ccc(C)cc3)CCC2=O)cc1,-6%
COc1ccc(NC(=O)C(Cc2ccccc2)NS(=O)(=O)c2ccc3c(c2)oc(=O)n3C)c(OC)c1 (stereo unspecified),1%
CCOc1ccc(CCNC(=O)c2nc(-c3cccc(F)c3)n3c2CCCCC3)cc1OCC,-8%
CCCSc1ncc(Cl)c(C(=O)N(Cc2ccc(N(C)C)cc2)C2CCS(=O)(=O)C2)n1 (stereo unspecified),-5%
COc1ccc(NC(=O)c2nc(S(C)(=O)=O)ncc2N(Cc2ccc(C)cc2)Cc2ccco2)cc1Cl,-2%
Cc1oc(-c2cccc(Cl)c2)nc1CN1CCCC(C(=O)NCCc2ccc(Cl)cc2)C1 (stereo unspecified),?
COc1ccc(OC)c(NC(=O)c2ccc3nc(C(C)C)oc3c2)c1,-2%
O=C(Cn1c(-c2cccs2)cc2cc(Cl)ccc21)N1CCN(c2ccccc2F)CC1,-1%
CCCCN(CC)C(=O)C1CCCN(c2ncnc3onc(C)c23)C1 (stereo unspecified),-1%
CCc1nnc(NC(=O)CSc2nccn2-c2ccc(OC)cc2)s1,-6%
CCOC(=O)N1CCc2c(sc3c2c(=O)n(-c2ccc(F)cc2)c(=O)n3CC(=O)c2ccccc2)C1,-1%
Cc1oc2c(c(C)cc3oc(=O)c(CC(=O)NCCc4ccccc4F)c(C)c32)c1C,-7%
CCc1ccc(N2CCn3c2nc2c3c(=O)n(Cc3c(F)cccc3Cl)c(=O)n2C)cc1,-1%
O=C(NC1CC(=O)N(c2ccccc2)C1)c1ccco1 (stereo unspecified),0%
CCN(CC)CCCNC(=O)c1nn(C)c2c1CSc1ccccc1-2,-3%
CCN(CC)S(=O)(=O)c1nnc(NC(=O)COc2ccccc2)s1,?
Cc1ccc(-n2c(=O)c3cccnc3n2CC(=O)Nc2cc(C)cc(C)c2)cc1,-8%
COc1ccccc1NC(=O)c1cc2ccc3cccnc3c2[nH]1,2.7µM*

# Given with tabs: entries from further up.
compound	FLuc counter
CCCOc1cccc(C(=O)Nc2cccc(NC(=O)c3ccc(Cl)cc3Cl)c2)c1	?
CCN(C(=O)CN1C(=O)COc2ccc(S(=O)(=O)N3CCOCC3)cc21)c1cccc(C)c1	2%
COc1ccc(/C=C/C(=O)Nc2cc(-c3nc4ccccc4o3)ccc2OC)cc1	?
Cc1ccc(-n2c(=O)c3c(c4cc(C)ccc4n3C)n(CC(=O)N3CCCC3)c2=O)cc1	-6%
COc1ccc(Nc2sc(C(=O)c3ccccc3)c(N)c2C(=O)Nc2cc(C)ccc2C)c(OC)c1	-2%
CCN(CC)CCCNc1oc(/C=C/c2ccc(OC)c(OC)c2)nc1C#N	-3%

# Next section
SMILES,FLuc counter
Cc1ccc(Nc2c(-c3ccc(N(C)C)cc3)nc3nc[nH]n23)cc1,?
CCOc1ccccc1NC(=O)c1c(NCc2cccs2)sc2c1CCCCC2,-5%
COc1ccccc1CNC(=O)C(=O)NCC(c1cccs1)S(=O)(=O)c1ccc(F)cc1 (stereo unspecified),2%
COc1ccccc1OCCSc1nc(-c2ccc(C(C)(C)C)cc2)nc2cc(=O)[nH]n12,?
COc1cc(OC)c(NC(=O)Nc2sc3nc4n(c(=O)c3c2C)CCC(C)CC4)cc1Cl (stereo unspecified),5%
Cc1cc(C)c(NC(=O)Cc2ccc(-n3c(C)nc4cccnc43)cc2)c(C)c1,-7%
CCOc1ccc(C2C(=O)N(C3CCCCC3)CC(=O)N2Cc2ccccc2OC)cc1OC (stereo unspecified),-8%
CC(C)(C)c1ccc(C(=O)N2CCN(CCc3ccccn3)CC2)cc1,4%
COc1ccc(C(=O)NCC(c2ccco2)S(=O)(=O)c2ccc(F)cc2)cc1 (stereo unspecified),-9%
Oc1ccccc1Nc1nc2ccccc2n2nnnc12,?
Cc1ccc(-n2ncc(C(=O)NC3CCN(Cc4ccccc4)CC3)c2C2CCN(C(=O)OC(C)(C)C)CC2)cc1C,-4%
O=S(=O)(NCc1ccccc1)c1ccc2[nH]c3c(c2c1)CCCCC3,-15%
CCOc1ccc(CNC(=O)c2cc(=O)[nH]c3ccc(S(=O)(=O)N4CCCCC4)cc23)cc1,2%
CCOc1cc(C2c3c(oc4ccc(F)cc4c3=O)C(=O)N2Cc2ccco2)ccc1O (stereo unspecified),-3%
Cc1ccc(N(C(=O)c2cccc(C)c2)S(=O)(=O)c2ccc(Cl)cc2)cc1,1%
CCCCn1c(=NC(=O)c2cc3ccccc3o2)c(C(=O)OCC)cc2c(=O)n3ccccc3nc21,-5%
CCOC(=O)c1oc2c(c1C)-c1nn(Cc3cccc(Cl)c3)cc1CC2,-4%
Cc1cccc(-c2nc3c(cnn3-c3ccccc3)c(=O)n2-c2ccc(Br)cc2)c1,-17%
Cc1cc(NC(=O)Nc2nnc(N3CCCCCC3)s2)ccc1Br,-1%
Cc1ccc(CN2c3ccccc3S(=O)(=O)c3ccccc32)cc1,-14%
CCCCN(CCCC)CCNC(=O)Cn1nc(CC)n2c(cc3sccc32)c1=O,-3%
CCN1C(=O)c2ccccc2Sc2ccc(NC(=O)Cc3ccc(OC)cc3)cc21,-7%
CCOC(=O)c1sc(N2C(=O)c3oc4ccc(F)cc4c(=O)c3C2c2ccc(O)cc2)nc1C (stereo unspecified),0%
CC(C)CN(CCCNC(=O)c1cn(C)c2ccc(S(=O)(=O)N(C)C3CCCCC3)cc2c1=O)CC(C)C,-2%
Cc1nc2c(C(=O)NCCc3ccc(Cl)cc3)cnn2c(C)c1Cc1c(F)cccc1Cl,0%
CCCSc1ncc(Cl)c(C(=O)Nc2ccc(S(=O)(=O)N3CCCCC3C)cc2)n1 (stereo unspecified),-1%
CCn1cc(S(=O)(=O)c2cccc(Cl)c2)c(=O)c2cc(F)c(N3CCN(c4ccccc4)CC3)cc21,0%
Cc1cn2c(=O)cc(COC(=O)c3cccc(NC(=O)c4ccccc4C)c3)nc2s1,4%
Cc1ccc(C)c(Nc2nnc(-c3ccc(C)c(S(=O)(=O)NCC4CCCO4)c3)c3ccccc23)c1 (stereo unspecified),2%
COc1cccc(N2CCN(Cc3cc(=O)oc4cc(C)ccc34)CC2)c1,5%
CCOc1ccc(N(CC)S(=O)(=O)N2CCCC(C(=O)NCc3ccc(SC)cc3)C2)cc1 (stereo unspecified),-13%
CS(=O)(=O)N(Cc1ccccc1)c1ccc(C(=O)Nc2ccc(Cl)cc2)cc1,3%
CCC(=O)N1c2ccccc2CC1C(=O)NCCc1ccccc1 (stereo unspecified),0%
Cc1cc(=O)n2c(C(=O)Nc3ccc(C)c(Cl)c3)c(C(=O)Nc3ccccc3)sc2n1,-5%
Cc1ccc2onc(CNC(=O)Nc3ccccc3C#N)c2c1,-11%
COc1cc(OC)c(NC(=O)C2=C(C)C(=O)OC23CCN(C(C)=O)CC3)cc1Cl,1%
Cc1cc(C)c2c(CC(=O)Nc3ccc(F)cc3)coc2c1,3%
Cc1oc2c(c1C(=O)Nc1ccc(OC(F)(F)F)cc1)C1=NCCN1C=N2,-2%
COc1ccc(CCC(=O)NC2CC(=O)N(c3ccc(C)c(C)c3)C2)cc1 (stereo unspecified),4%
Cc1ccc2c(c1)cc1c(=O)n(CC(=O)NCc3ccco3)nc(C)n12,0%
Cc1cc(C(=O)N2CCN(c3cc(Cl)ccc3C)CC2)c2c(C)nn(-c3ccccc3)c2n1,3%
Cc1nnc(N2CCN(C(=O)NC(C)C)CC2)c2nn(-c3ccccc3)c(C)c12,7%
O=C(Cn1c(=O)c2sccc2n(CC(=O)Nc2ccc(Cl)cc2Cl)c1=O)NCCc1ccccc1,-2%
CCOC(=O)N1CCc2c(sc3c2c(=O)n(CCc2ccccc2)c(=O)n3CC(=O)Nc2ccc(C)cc2)C1,1%
Cc1ccc(N2CC(NC(=O)c3ccccc3Br)CC2=O)cc1 (stereo unspecified),-3%
COC(=O)c1sc(-c2ccccc2)cc1NC(=O)Nc1ccc(Cl)cc1,-8%
COc1ccc(NC(=O)CN2C(=O)c3cccnc3Sc3ccccc32)cc1OC,-17%
COc1ccc(Cl)cc1NC(=O)CN1Cc2ccccc2C1=O,-7%
COc1ccccc1NC(=O)c1cc2c(C)nn(-c3ccccc3)c2s1,-13%
CCCc1cc(=O)[nH]c(Nc2ccc(C)c(O)c2)n1,-8%
CC1CCCN(CCCNC(=O)c2cc(Sc3ccc(F)cc3)nc3ccccc23)C1 (stereo unspecified),-3%
CN(C)c1ccc(/C=C(\C#N)c2nc(-c3ccc(Cl)c(Cl)c3)cs2)cc1,4%
COc1ccc(NC(=O)c2c(C)oc3ccc(O)c(CN4CCC(C)CC4)c23)cc1,-5%
CCOc1ccccc1NC(=O)CSc1nnc(CC)c(CC)n1,3%
CCCOc1cccc(C(=O)Nc2cc(-c3ccccc3)no2)c1,6µM*
Cc1cccc(-c2nc3c4ccccc4nc(NCc4ccccc4Cl)n3n2)c1,?
CCOc1ccc(C(=O)c2oc3ccccc3c2NC(=O)Cc2coc3cc(C)cc(C)c23)cc1,-5%
Cc1cc(Cl)ccc1Nc1ncnc2onc(C)c12,1%
Cc1ccc(NC(=O)CCC(=O)N2Cc3ccccc3Oc3ncccc32)cc1Cl,?
CC(C)(C)c1ccc(CSc2nc3c(c(=O)[nH]2)CCCC3)cc1,-5%

# Among those listed so far, these have a tert-butyl group.
SMILES,FLuc counter
COc1ccccc1OCCSc1nc(-c2ccc(C(C)(C)C)cc2)nc2cc(=O)[nH]n12,?
CC(C)(C)c1ccc(C(=O)N2CCN(CCc3ccccn3)CC2)cc1,4%
Cc1ccc(-n2ncc(C(=O)NC3CCN(Cc4ccccc4)CC3)c2C2CCN(C(=O)OC(C)(C)C)CC2)cc1C,-4%
CC(C)(C)c1ccc(CSc2nc3c(c(=O)[nH]2)CCCC3)cc1,-5%

# Additional records
SMILES,FLuc counter
Cc1ccc2c(c1)c(=O)c(C(=O)c1ccc3c(c1)OCO3)cn2Cc1cccc(F)c1,2%
CCCSc1oc(-c2cccs2)nc1S(=O)(=O)c1ccc(Cl)cc1,-8%
O=C(Nc1cc(Cl)ccc1Cl)c1cc(S(=O)(=O)NCCc2ccccc2)ccc1F,5%
O=C(Nc1ccc(F)cc1F)c1ccc2c(O)c(S(=O)(=O)c3ccc(Cl)cc3)c(=O)[nH]c2c1,?
Cc1ccccc1OCC(=O)Nc1ccccc1C(=O)OCc1cc(=O)n2ccsc2n1,-6%
CCN(CC)c1ccc(NC(=O)Cn2nc3c(cc2=O)CCCC3)c(C)c1,-1%
CCOc1ccccc1CNC(=O)c1oc2c(c1C)-c1[nH]ncc1CC2,2%
O=C(NC1CC(=O)N(c2ccccc2)C1)c1cccs1 (stereo unspecified),4%
COc1ccc(Cl)cc1NC(=O)C(C)Sc1nc2c(c(=O)[nH]1)CCCC2 (stereo unspecified),-5%
COc1ccc(Cn2ccc3nc(C)c(C(=O)NCc4ccc(OC)cc4OC)cc3c2=O)cc1,2%
Cc1c(Cl)cccc1-n1ncc(C(=O)N2CCC(C)CC2)c1C1CCN(C(=O)OC(C)(C)C)CC1,5%
CCC(C)OC(=O)/C(C#N)=C/c1ccc(-c2ccc(Br)cc2)o1 (stereo unspecified),?

# A different layout for part of the listing above:
> Cc1ccc(N2CC(NC(=O)c3ccccc3Br)CC2=O)cc1 (stereo unspecified)
  FLuc counter: -3%

> COC(=O)c1sc(-c2ccccc2)cc1NC(=O)Nc1ccc(Cl)cc1
  FLuc counter: -8%

> COc1ccc(NC(=O)CN2C(=O)c3cccnc3Sc3ccccc32)cc1OC
  FLuc counter: -17%

# The list continues:
SMILES,FLuc counter
CCN(CC)C(=O)c1sc2c(c1C)c(=O)n(Cc1ccccc1)c(=O)n2Cc1c(C)cc(C)cc1C,0%
CCc1nnc(SCC(=O)Nc2cccc(C(F)(F)F)c2)c2cc3oc(C)cc3n12,2%
COc1cccc(-c2noc(-c3cc(C(C)C)[nH]n3)n2)c1OC,17µM*
N#CC1=C2SCN(C3CCCCC3)CN2C(=O)CC1c1c(F)cccc1Cl (stereo unspecified),?
O=C(CSc1nc2c(cnn2-c2ccc(F)cc2)c(=O)[nH]1)Nc1ccccc1C(F)(F)F,-17%
O=C(NCC1CCN(Cc2ccccc2F)CC1)Nc1ccc(F)c(Cl)c1,-4%
Cc1ccc(N2CCn3c2nc2c3c(=O)n(CCCc3ccccc3)c(=O)n2C)cc1,?
Cc1cc(NC(=O)COCc2cc(-c3ccc(F)cc3)on2)ccc1Br,?
CC(=O)N1CCCc2cc(S(=O)(=O)NCc3ccccc3Cl)ccc21,-2%
COc1ccc(NC(=O)C2CCN(S(=O)(=O)c3cn(C)cn3)CC2)cc1Cl,0%
COc1cc(CNC(=O)CSCc2nc3cccnc3n2C2CCCCC2)cc(OC)c1OC,-3%
COc1ccc(NC(=O)CSc2nc(-c3cc(OC)c(OC)c(OC)c3)[nH]c2-c2ccc(F)cc2)cc1,-19%
CCOC(=O)c1c(NC(C)=O)c2c3c(sc2n1Cc1c(C)cc(C)cc1C)CCCC3,4%

# Source: PubChem (National Center for Advancing Translational Sciences (NCATS))
